High-throughput results from PubChem.
KDM5B inh = Primary screen for KDM5B Histone Demethylases FDH-coupled qHTS. Potency, µM (top dose mostly 57.7 µM), without a hit: at the top dose activity change, negative = inhibition, most hits filed as inhibitors. KDM5B demethylase, FDH-coupled NADH fluorescence (FDH is formaldehyde dehydrogenase). 220,000 tested, 2.6% active. Lysine-specific demethylase 5B (Homo sapiens), Q9UGL1; active = well fitted inhibition curve with a large enough effect; inconclusive = small, poorly fitted or top-dose-only effect; inactive = no such curve, though single readings can be large or run the other way; also: 0% is about no effect; nearly all actives have a fitted effect of over 70% in size
Target sequence (Q9UGL1 whole entry, looked up): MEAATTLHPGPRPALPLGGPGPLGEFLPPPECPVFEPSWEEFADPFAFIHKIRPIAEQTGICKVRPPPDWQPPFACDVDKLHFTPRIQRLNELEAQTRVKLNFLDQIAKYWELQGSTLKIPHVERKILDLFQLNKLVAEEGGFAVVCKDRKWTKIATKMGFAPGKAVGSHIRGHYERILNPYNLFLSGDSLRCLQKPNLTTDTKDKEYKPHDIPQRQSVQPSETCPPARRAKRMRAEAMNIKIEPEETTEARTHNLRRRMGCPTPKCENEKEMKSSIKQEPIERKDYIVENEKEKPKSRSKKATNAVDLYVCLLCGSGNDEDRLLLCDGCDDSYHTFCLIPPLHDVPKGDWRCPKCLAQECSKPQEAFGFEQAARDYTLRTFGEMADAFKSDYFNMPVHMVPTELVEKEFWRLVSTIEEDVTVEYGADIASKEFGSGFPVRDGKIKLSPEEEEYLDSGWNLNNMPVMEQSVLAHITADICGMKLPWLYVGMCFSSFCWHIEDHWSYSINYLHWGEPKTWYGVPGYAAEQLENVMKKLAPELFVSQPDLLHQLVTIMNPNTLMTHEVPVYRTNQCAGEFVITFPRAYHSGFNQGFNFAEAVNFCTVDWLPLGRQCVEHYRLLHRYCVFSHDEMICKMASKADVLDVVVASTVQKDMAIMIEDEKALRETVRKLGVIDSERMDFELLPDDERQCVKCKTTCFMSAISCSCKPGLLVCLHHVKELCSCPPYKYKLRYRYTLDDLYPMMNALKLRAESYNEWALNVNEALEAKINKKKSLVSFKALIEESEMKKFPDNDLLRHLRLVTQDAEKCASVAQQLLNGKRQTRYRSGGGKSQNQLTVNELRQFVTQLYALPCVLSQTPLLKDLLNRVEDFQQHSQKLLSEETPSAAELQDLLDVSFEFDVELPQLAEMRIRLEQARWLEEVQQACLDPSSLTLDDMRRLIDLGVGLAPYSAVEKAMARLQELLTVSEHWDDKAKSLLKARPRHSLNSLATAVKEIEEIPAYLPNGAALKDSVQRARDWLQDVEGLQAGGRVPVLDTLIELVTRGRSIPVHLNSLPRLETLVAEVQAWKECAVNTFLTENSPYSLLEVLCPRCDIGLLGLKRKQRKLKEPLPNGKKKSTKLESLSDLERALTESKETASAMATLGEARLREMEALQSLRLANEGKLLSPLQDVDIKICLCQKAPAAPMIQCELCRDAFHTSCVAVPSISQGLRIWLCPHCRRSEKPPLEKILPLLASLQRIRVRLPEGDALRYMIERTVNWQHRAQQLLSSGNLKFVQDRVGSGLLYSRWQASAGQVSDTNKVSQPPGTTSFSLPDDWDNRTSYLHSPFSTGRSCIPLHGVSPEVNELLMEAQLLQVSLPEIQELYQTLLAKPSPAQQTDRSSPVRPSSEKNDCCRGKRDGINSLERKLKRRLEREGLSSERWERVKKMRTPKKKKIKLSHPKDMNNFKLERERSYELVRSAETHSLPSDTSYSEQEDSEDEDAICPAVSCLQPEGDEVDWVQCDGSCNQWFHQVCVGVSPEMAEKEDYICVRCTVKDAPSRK
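Inhibition is measured as reduced NADH fluorescence generation from FDH coupling to formaldehyde release. Truncated KDM5BΔAP at 200 nM final acts on H3K4me3 peptide (12.5 µM in substrate mix) in pH 7.5 HEPES buffer with Tween-20, 30 min, room temperature.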
Numbers without * were called inactive; ? = inconclusive; [ ] = dose if it differs, or a comment. Potency is read from the fitted curve at half-maximal effect. This is a subset (hit frequency here may not be typical).

KDM5B inh | compound
18% | CCCC(C)NC(=O)c1cnn(-c2ccccc2F)c1-n1cccc1 (stereo not drawn)
-13% | O=C(NCCc1ccccc1)c1ccc2c(c1)N(Cc1ccccc1)C(=O)c1ccccc1S2(=O)=O
8% | COCC(=O)N1CCC(Oc2ccccc2C(=O)N2CCN(C)C(=O)[C@@H]2C)CC1
? | COc1ccccc1CNC1(Cc2cc(-c3ccccn3)on2)COC1
-4% | CNS(=O)(=O)c1ccc(NC(=O)c2cnn3c(C(F)F)cc(-c4ccccc4)nc23)cc1
? | O=C(CC1CCCCC1)NCC(=O)N1CCCCCCNC(=O)CC1c1ccccc1 (stereo not drawn)
4% | CCOC(=O)c1c(CSC(=N)N)n(-c2ccccc2)c2cc(Br)c(OC(C)=O)cc12
-22% | Cc1ccc(CN2CCc3oc(C)c(C(=O)NC4CCCC4)c3C2)cc1
-20% | O=C([C@@H]1C[C@H](Oc2cccnc2)CN1C(=O)CCc1ccccc1)N1CCOCC1
? | CN1CCN(c2nc(-c3cn(CCC#N)c4ccccc34)cs2)CC1
-4% | COC(=O)c1cccc(NC(=O)COc2ccc3c(C)cc(=O)oc3c2)c1
18% | O=C(O)CCc1ccc(S(=O)(=O)Nc2cccc3c2CCCC3)cc1
30% | CN(C)C(=O)c1ccc(OC2CCN(C(=O)c3cccc(Cl)c3)CC2)nc1
-6% | CON(C)S(=O)(=O)c1cccc(C(=O)NC2CCSc3ccccc32)c1 (stereo not drawn)
1% | CCOCCCNc1nc2c(c(=O)[nH]c(=O)n2C)n1CCC(C)C
7% | COCCn1c(SCC(C)C)nc2c1c(=O)[nH]c(=O)n2C
-1% | Cc1ccc(-n2nc(C)c(C(=O)N3CCc4ccccc4C3)c2-n2cccc2)cc1
13% | Cc1cccc(NC(=O)CCS(=O)(=O)c2ccc3c(c2)CCN3C(=O)C2CC2)c1
16% | COc1ccc(C(=O)NCC(c2cccnc2)N2CCc3ccccc32)cc1OC (stereo not drawn)
4% | CC(Sc1nnc(C2CC2)n1N)C(=O)NC1CCCCC1C (stereo not drawn)
8% | O=C(O)c1ccccc1/C=N/Nc1ccc(S(=O)(=O)N2CCCC2)cc1[N+](=O)[O-]
3% | O=C(c1cc2cc(Br)ccc2o1)c1cc(F)ccc1F
24% | Cc1cc(C)c2c(CC(=O)N3CCN(c4cccc(Cl)c4)CC3)coc2c1
10%[115 µM] | O=C(NCc1ccc(F)cc1)C1CCc2nnc(C3CCN([S+](=O)([O-])c4ccccc4)CC3)n21 (stereo not drawn)
15% | CCc1noc(-c2cn(C3CCN(C(=O)C4(c5ccccc5)CC4)C3)nn2)n1 (stereo not drawn)
5% | Cc1nc2n(n1)C(C(=O)Nc1ccc(C(C)C)cc1)CC(=O)N2 (stereo not drawn)
17% | O=C(/C=C/c1ccc(-c2c(Cl)cccc2Cl)o1)c1ccccc1
-19% | COc1ccccc1N1CCN(c2ncccc2-c2nc(-c3ccc(Cl)cc3)no2)CC1
3% | COc1ccc(CN(C)CC(=O)N(C)c2ccccc2C(=O)NCc2ccco2)cc1
8% | CCOC(=O)c1ccc(NC(=O)Cn2nc3c(cc2=O)CC(C)CC3)cc1 (stereo not drawn)
9% | CSc1ccccc1NC(=O)COC(=O)c1c[nH]c(=O)[nH]c1=O
-5% | O=C(c1cc(-c2ccc(Br)cc2)n[nH]1)N1CCN(S(=O)(=O)c2ccc(Br)s2)CC1
18% | COc1ccc(/C=C(/C#N)C(=O)Nc2ccccc2C(=O)O)cc1OC
4% | O=C(Cc1c(F)cccc1Cl)NCc1cccc(NC(=O)c2ccncc2)c1
-19% | CCNC(=O)COc1ccc(F)cc1C(=O)c1cnn(-c2ccccc2)c1
? | CC(=O)c1c(C)[nH]c(C(=O)N2CCN(c3ccccn3)CC2)c1C
? | CC(=O)Nc1cc(-c2nc3ccc(C)cc3o2)ccc1Cl
? | C[S+](=O)([O-])N1CC2(CCCCN2Cc2ccccn2)Cc2ccccc21 (stereo not drawn)
29% | CCOCCn1c(=O)n(CCN2C[C@H]3CC[C@H]2C3)c2cc(C(=O)O)cnc21
11% | CCC(CN)Cc1ccccc1 (stereo not drawn)
? | Cc1ccc(NC(=O)Cn2cc3c(n2)CCCC3)c(Cl)c1
-18% | CC(=O)c1ccc(N2CCN(C(=O)CCc3ncc(-c4c(F)cccc4F)o3)CC2)cc1
? | CCC(C)NC(=O)CCSc1nc(-c2ccc3c(c2)OCO3)cc(C(F)(F)F)n1 (stereo not drawn)
17% | CCNCc1ccc(O)c(OCC)c1
-16% | COc1ccc(/C=C2\Oc3cc(OS(C)(=O)=O)ccc3C2=O)c(OC)c1OC
-21% | CC(C)Sc1c(C(C)C)cnc2c1c(=O)n(C)c(=O)n2C
31%[activator] | COc1ccc(Cn2c(C3CCN(C(=O)c4cc(F)ccc4F)CC3)n[nH]c2=O)cc1
4% | COCc1cnc2c(c1SCc1ccccc1)c(=O)n(C)c(=O)n2C
-4% | COc1cccc(/C=C2\Oc3cc(OS(=O)(=O)c4ccccc4)ccc3C2=O)c1
-12% | O=S(=O)(Nc1nc2ccccc2nc1N1CCCCCC1)c1ccc(Cl)cc1

(list continues)
KDM5B inh | compound
18% | Cc1cc(C)cc(NC(=O)N2CCN(S(C)(=O)=O)CC2)c1
-8% | Cc1nc2ccccc2n1Cc1cc(C(=O)N2CCN(C)C(=O)[C@@H]2C)n[nH]1
-4%[11.5 µM] | CCCCN(CCCC)CCNC(=O)c1cn(C)c2ccc(S(=O)(=O)N3CCCC3)cc2c1=O
17% | Cc1[nH]cnc1CN1CCCC(C(=O)Nc2ccc(-c3cccc(F)c3)cc2)C1 (stereo not drawn)
3% | Cn1cnc(C(=O)N2CCCN(S(C)(=O)=O)c3ccccc32)c1
? | COc1ccc(/C=C/C(=O)Nc2sc(C)c(C)c2C(=O)O)cc1
9% | COc1cc(OC)c(NC(=O)Nc2c(C)n(C)n(-c3ccccc3)c2=O)cc1Cl
-10%[86.2 µM] | O=C(COc1ccccc1)N[C@H]1CO[C@H]2[C@@H]1OC[C@@H]2n1cc(CC2CCCCC2)nn1
? | CCc1ccc(NC(=O)c2cc(S(=O)(=O)N3CCCCC3)c[nH]2)cc1
0% | COc1cccc(OCc2cc(=O)n3c(-c4ccccc4)csc3n2)c1
-11% | Cc1ccc(C(=O)NCCC2=CCCCC2)cc1C
-13%[115 µM] | O=C(O)CCC(=O)N1Cc2ccccc2CC2(CCCCN2CC2CCOCC2)C1 (stereo not drawn)
-5% | COCCn1c(-n2nc(C)cc2C)nc2c1c(=O)n(Cc1ccc(OC)cc1)c(=O)n2C
-16% | COC(=O)CNC(=O)c1cccc(C(F)(F)F)c1
14% | CC(CCc1ccccc1)NC(=O)Cc1cccc2ccccc12 (stereo not drawn)
-12% | O=S(=O)(NCC1CCOCC1)c1cccc(F)c1
? | O=C(NCCc1csc(-c2cccnc2)n1)c1ccccc1
15% | COc1ccc(C2(c3cccc(Br)c3)CCCCC2)cc1
10% | Cc1ccc(C(=O)NCCC2=CCCCC2)c(C)c1
? | COc1ccc(/C=C/c2nnc(NC(=O)CC(C)C)s2)cc1

A draw from above in order of length of the SMILES, low to high:
KDM5B inh | compound
-11% | Cc1ccc(C(=O)NCCC2=CCCCC2)cc1C
-12% | O=S(=O)(NCC1CCOCC1)c1cccc(F)c1
10% | Cc1ccc(C(=O)NCCC2=CCCCC2)c(C)c1
-16% | COC(=O)CNC(=O)c1cccc(C(F)(F)F)c1
15% | COc1ccc(C2(c3cccc(Br)c3)CCCCC2)cc1
14% | CC(CCc1ccccc1)NC(=O)Cc1cccc2ccccc12 (stereo not drawn)
? | COc1ccc(/C=C/c2nnc(NC(=O)CC(C)C)s2)cc1
3% | Cn1cnc(C(=O)N2CCCN(S(C)(=O)=O)c3ccccc32)c1
-13%[115 µM] | O=C(O)CCC(=O)N1Cc2ccccc2CC2(CCCCN2CC2CCOCC2)C1 (stereo not drawn)
? | CCc1ccc(NC(=O)c2cc(S(=O)(=O)N3CCCCC3)c[nH]2)cc1
17% | Cc1[nH]cnc1CN1CCCC(C(=O)Nc2ccc(-c3cccc(F)c3)cc2)C1 (stereo not drawn)
9% | COc1cc(OC)c(NC(=O)Nc2c(C)n(C)n(-c3ccccc3)c2=O)cc1Cl
-8% | Cc1nc2ccccc2n1Cc1cc(C(=O)N2CCN(C)C(=O)[C@@H]2C)n[nH]1
-5% | COCCn1c(-n2nc(C)cc2C)nc2c1c(=O)n(Cc1ccc(OC)cc1)c(=O)n2C
-4%[11.5 µM] | CCCCN(CCCC)CCNC(=O)c1cn(C)c2ccc(S(=O)(=O)N3CCCC3)cc2c1=O
-10%[86.2 µM] | O=C(COc1ccccc1)N[C@H]1CO[C@H]2[C@@H]1OC[C@@H]2n1cc(CC2CCCCC2)nn1

Quoted from the results shown for reference:
KDM5B inh | compound
-13%[115 µM] | O=C(O)CCC(=O)N1Cc2ccccc2CC2(CCCCN2CC2CCOCC2)C1 (stereo not drawn)
-5% | COCCn1c(-n2nc(C)cc2C)nc2c1c(=O)n(Cc1ccc(OC)cc1)c(=O)n2C

(cont.)
KDM5B inh | compound
-9% | Cc1[nH]c2ccccc2c1C(=O)C(C)OC(=O)c1ccccc1F (stereo not drawn)
? | O=C(Nc1ccc(Oc2ccccc2)cc1)c1ccc(F)c(S(=O)(=O)N2CCN(c3ccccc3F)CC2)c1
-6%[86.2 µM] | O=C1NC2(CCN(Cc3ccc(F)cc3)C2)Oc2ccccc21 (stereo not drawn)
? | COc1cccc(N2C(=O)NC(=NC3CCCC3)C23CCN(Cc2cccn2C)C3)c1 (stereo not drawn)
? | COc1ccc2[nH]c(=O)c(CN(C(=O)c3cccc(Cl)c3)c3ccccc3OC)cc2c1
16% | Cc1c(F)cccc1NC(=O)N1CC2CC(C1)[C@H]1CCCC(=O)N1C2 (stereo partly drawn)
-30% | CC(=O)N1CCC(N2CCC3(CC2)CN(Cc2ccccc2)CC3CO)CC1 (stereo not drawn)
-8% | O=C(C1CCCN1S(=O)(=O)c1ccccc1)N1CCCCC1 (stereo not drawn)
7% | Cc1ccc(C(=O)CC2(O)C(=O)N(CN3CCOCC3)c3ccccc32)s1 (stereo not drawn)
-6% | CC(C)(C)NC(=O)N1CCC(C2CCNC2)CC1 (stereo not drawn)
-8% | O=C(NNS(=O)(=O)c1ccc(F)cc1F)c1csc(-c2cccnc2)n1
? | CCN(CC)CCN(C(=O)c1ccco1)c1nc2ccc(Cl)cc2s1
-1% | C/C(CC(=O)Nc1cccnc1)=N\NC(=O)C(C)Oc1ccc(Cl)cc1Cl (stereo not drawn)
-12% | CCOc1ccc(C(=O)Nc2ccc3oc(-c4ccc(Br)cc4)nc3c2)cc1
? | CCC(=O)N1CCC(O)(c2ccccc2)[C@H](N2CCCC2)C1 (stereo partly drawn)
-5% | CCOC(=O)C(CC)Sc1nnc(CSc2ncccn2)n1-c1ccc(Cl)cc1 (stereo not drawn)
10% | Cc1ccc(C(=O)Nc2ccc(C(=O)O)cc2)cc1C
-8% | S=c1nc[nH]c2c1[nH]c1ccc(Cl)cc12
5% | O=C(Cn1c(=O)c(C(F)(F)F)nc2ccccc21)Nc1ccc(Br)cc1F
7% | Cc1cc(S(=O)(=O)N(C)CC2CCOCC2)ccc1F
6% | CCOc1cc(C(=O)OCc2cc(=O)n3c(C)csc3n2)cc(OCC)c1OCC
17% | COc1cc2c(cc1OC)[C@H](C)N(C(=O)NCc1ccccc1)CC2
5% | c1ccc(Cn2ncc3c2CCCC3NCc2ccsc2)cc1 (stereo not drawn)
? | FC(F)(F)c1ccc(=S)[nH]c1
-12% | COc1ccc(CNC(=O)c2c(C)noc2-c2ccco2)cc1
8% | O=C(c1cc(=O)c2ccccc2o1)N(Cc1cccc(Cl)c1)c1ccccn1
-6% | O=C(c1cc(=O)[nH]c(=O)[nH]1)N1CCC2(CC1)OCCCC2O (stereo not drawn)
? | CN(C(=O)Cn1c2c(c(=O)n1Cc1ccccc1)CCN(Cc1ccccc1)C2)c1ccccc1
13% | COc1ccc(CNC(=O)C2CC(=O)N(c3n[nH]c4ccccc34)C2)cc1OC (stereo not drawn)
23% | O=c1n(Cc2cc(F)cc(F)c2)nc2n1CCCCC2
-12% | COc1cccc(-n2ccn(CC(=O)c3ccc(F)cc3)c(=O)c2=O)c1
0% | O=C(Nc1ccc(-c2nnc3n2CCCC3)cc1)c1cc(F)ccc1F
? | CN(C)C[C@@H]1CN(Cc2ccncc2)C[C@H]1NC(=O)c1cc(F)cc(F)c1
-21% | O=C1CC2(CCN(Cc3cccc(-c4ccccc4)c3)C2)C(=O)N1 (stereo not drawn)
-40%[86.2 µM] | Cc1ccc2nc([C@H]3CCN(Cc4ccc(C(F)(F)F)cc4)C3)[nH]c2c1
19% | N#Cc1ccc(Cn2cnc3ccccc3c2=O)c(F)c1
20% | CC(C)C[C@H](NC(=O)NCC(c1ccccc1)c1ccccc1)C(=O)O
1%[86.2 µM] | Cc1cc(C(=O)N[C@@H]2C[C@H](COc3ccc(S(C)(=O)=O)cc3)[C@@H](O)[C@H]2O)nn1C
14% | Cc1cc(Sc2nc(NC(C)C)nc(NC(C)C)n2)nc(Cl)n1
? | COc1ccc(Cl)cc1C(=O)NCc1nnc2cc(-c3nc(C4CC4)no3)ccn12
-3% | CC(=O)c1cccc(-n2c(=O)c3c4c(sc3n(CC(=O)Nc3ccccc3F)c2=O)CN(C(C)=O)CC4)c1
15% | Cc1cc(-c2cccs2)n[nH]1
-18% | Cc1n[nH]c(C)c1CCCN(C)c1cc(C2CC(N)C2)nc(N)n1 (stereo not drawn)
? | COCCCNC(=S)N/N=C/c1ccccc1O
? | CCCc1c(C)c2ccc(OCc3ccccc3)cc2oc1=O
? | O=C1N(CCc2ccccc2)c2ccccc2C12CCN(Cc1ccncc1)C2 (stereo not drawn)
32µM* | Cc1cc(C)c(CNC(=O)c2cc(-c3ccccc3C)cc3c2OCCN3C(C)C)c(=O)[nH]1
